Bioassay records (PubChem BioAssay)
TCR activator = activators of T cell receptors; primary human leukocytes, anti-CD3, IL-2 HTRF, 48 h; Potency, µM (highest dose often 9.22 µM), without a hit: at the highest dose activation of IL-2 secretion, hits mostly activators; 330,000 tested, under 10 active; AID 504894; also: % of control where 0% means no effect
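Primary human leukocytes incubated 48 hr with anti-CD3 beads plus compound, without co-stimulation. Secreted IL-2 measured by HTRF (europium cryptate/d2 anti-IL-2 pair, 320 nm excitation, 665 nm emission).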
GALK inh = blocks human galactokinase activity; P51570; Purified GALK, Kinase-Glo residual ATP luminescence; Potency, µM (doses to about 57.5 µM), inactives show at the highest dose activity change, negative = inhibition, hits mostly inhibitors; 270,000 tested, 0.007% active; AID 1868; also: potency is read from the fitted curve at half-maximal effect; % is scaled to controls: 0 for no effect and ±100 for the full control effect
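Human GALK (5 nM) with 35 uM ATP and 100 uM galactose in 20 mM HEPES pH 8.0, 5 mM MgCl2, 60 mM NaCl, 1 mM DTT, 0.01% BSA. After 1 h at room temperature, leftover ATP was read by Kinase-Glo Plus luminescence.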
TSHR antagonist = human thyrotropin receptor antagonism; P16473; TSHR-expressing cells, TSH-stimulated cAMP HTRF, 2 h; stronger effect = lower value; activity change, negative = inhibition, % at 11.5 µM; 330,000 tested, 0.2% active;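 active = activity change below a set negative limit, meaning inhibition stronger than a set level, cut at about -70% in these data; inconclusive = activity change between two set negative limits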; also: % is scaled to controls: 0 for no effect and ±100 for the full control effect
Target sequence (P16473 whole entry, looked up): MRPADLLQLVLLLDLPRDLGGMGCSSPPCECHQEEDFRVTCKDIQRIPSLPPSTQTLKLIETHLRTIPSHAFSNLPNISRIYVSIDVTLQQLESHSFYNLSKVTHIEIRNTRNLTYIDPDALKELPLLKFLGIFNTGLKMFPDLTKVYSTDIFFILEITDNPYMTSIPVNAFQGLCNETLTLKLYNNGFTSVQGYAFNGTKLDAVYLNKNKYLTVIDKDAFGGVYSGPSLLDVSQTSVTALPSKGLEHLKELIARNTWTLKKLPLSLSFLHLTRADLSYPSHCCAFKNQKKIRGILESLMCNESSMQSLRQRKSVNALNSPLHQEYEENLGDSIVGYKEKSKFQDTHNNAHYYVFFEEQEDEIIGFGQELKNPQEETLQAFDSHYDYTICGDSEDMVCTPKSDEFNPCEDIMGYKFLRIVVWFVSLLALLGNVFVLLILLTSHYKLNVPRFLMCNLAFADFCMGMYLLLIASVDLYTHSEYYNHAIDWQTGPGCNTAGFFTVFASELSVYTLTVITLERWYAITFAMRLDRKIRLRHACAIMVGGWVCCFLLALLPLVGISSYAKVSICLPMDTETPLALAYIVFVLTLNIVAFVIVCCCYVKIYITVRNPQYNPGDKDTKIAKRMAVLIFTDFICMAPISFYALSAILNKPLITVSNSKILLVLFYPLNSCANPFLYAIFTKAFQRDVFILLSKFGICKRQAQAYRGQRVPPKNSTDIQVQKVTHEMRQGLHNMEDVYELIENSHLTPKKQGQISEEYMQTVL
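TSHR-expressing cells, 200/well, pre-treated with compound, then stimulated with EC80 TSH (4nM final) for 2 hours at 37 deg C. cAMP measured by competitive HTRF: anti-cAMP cryptate antibody in lysis buffer plus cAMP-d2, read after 30 minutes at room temperature.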
Coupling enz = inhibits coupling enzyme system, counter-screen for aldolase hits; coupling enzyme system counterscreen, AmpLite Red fluorescence; activity change, negative = inhibition, % at 58.2 µM, hits read low; 290,000 tested, 0.67% active; AID 2472; in the data active = activity change below about -30%; also: % is scaled to controls: 0 for no effect and ±100 for the full control effect
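Counterscreen lacking aldolase: glyceraldehyde-3-phosphate coupling-enzyme reagent preincubated 10 min at RT with compound (at 57.5 uM final), then substrate/coupling system with AmpLite Red added; fluorescence read at 525/598 nm after 20 min RT.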
hERG WT inh = KCNH2 (human, wildtype) channel inhibition; Q12809; U2OS, BacMam KCNH2, thallium flux FluxOr; stronger effect = lower value; activity change, % at 1.84 µM; 340,000 tested, 0.37% active;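 active = maximum activity change below -70%; inconclusive = maximum activity change between -70% and -50%; inactive = maximum activity change above -50%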; also: % is scaled to controls: 0 for no effect and ±100 for the full control effect
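U2OS cells were transduced with wild-type KCNH2 virus (2.03 x 10^8 / mL) for 4 h at room temperature, then cultured overnight at 37 C. Thallium flux was read with FluxOr dye. Rate constants were normalized to DMSO controls.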
Tb PFK block = blocks T. brucei phosphofructokinase; 330,000 tested, 0.17% active; T. brucei PFK, ADP-Glo luminescence; O15648; Potency, µM (top dose mostly 57.5 µM), for the others: top-dose activity, negative = inhibition, actives largely listed as inhibitors;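 also: potency is read from the fitted curve at half-maximal effect; 0% = uninhibited 1x PFK enzyme wells and -100% = no-enzyme wells; nearly all actives have a fitted effect of over 60% in size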
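In TEA buffer at pH 8.0 with 5 mM MgCl2, enzyme (1.25 nM) converted F6P (0.5 mM) and ATP (0.1 mM) for 45 min at room temperature. ADP product was read by luciferase luminescence.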
Giardia killer = Giardia lamblia killing | activity change, % at 7.66 µM, hits read low | Giardia lamblia trophozoite viability | 340,000 tested, 0.15% active; in the data active = activity change below about -80%; inconclusive = between about -30% and that limit;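 also: parasites exposed to compound for two days anaerobically before the ATP read; % is scaled to controls: 0 for no effect and ±100 for the full control effect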
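Each well holds 100 Giardia trophozoites and compound. After two days (48 hrs) at 37 deg C in anaerobic conditions, ATP is quantified by luminescence.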
AT treatment = candidate therapy for ataxia-telangiectasia; 320,000 tested, 0.19% active; […] A-T fibroblasts, KAP-1 phosphorylation AlphaLISA; neocarzinostatin DNA damage 30 min before lysis; Potency, µM (titrated, usually from 57.5 µM), for inactives: top-dose activation, hits mostly activators; also: potency is read from the fitted curve at half-maximal effect; % of control where 0% means no effect; nearly all actives have a fitted effect of over 45% in size
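hTERT-immortalized A-T patient fibroblasts ([…]), 500 cells/well in OPTI-MEM, 1% FBS, got compounds for 60 min, then NCS for 30 min at 37C. Lysates were then assayed for phospho-KAP-1 by AlphaLISA (anti-pKAP1 donor, anti-KAP1 acceptor beads), 6 hr at 25C.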
CXXC DNA block = blocks binding of human MLL CXXC domain to DNA | Potency, µM (top dose mostly 115 µM), for inactives: top-dose activity change, negative = inhibition, actives largely listed as inhibitors | 290,000 tested, 0.037% active | AID 2662 | MLL-CXXC / FITC-HOXA9 DNA fluorescence polarization; active = well fitted inhibition curve with a large enough effect in the polarisation, with a control signal flat, not every such curve was filed as active; inconclusive = small, poorly fitted or top-dose-only effect, or effect the other way, or a change in a side signal; inactive = no such curve, though single readings can be large or run the other way; the % refers to the polarisation; also: potency is read from the fitted curve at half-maximal effect
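Fluorescence polarization: 7 uM MLL-CXXC (stock) preincubated 5 min with compounds, then 50 nM fluorescein-HOX-A9 DNA (stock) added; 30 min ambient. Buffer 50 mM Tris-HCl pH 7.5, 50 mM NaCl, 1 mM DTT, 0.05% BSA.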
Chronic BCR inh = inhibitors of chronic active B-cell receptor signaling; Potency, µM (titrated, usually from 46.1 µM), inactives show top-dose ratio change, negative = lower green/red ratio, actives largely listed as inhibitors; ABC-DLBCL IkBa-CBG/CBR reporter, luminescence ratio, 4 h; 340,000 tested, 0.05% active; active = well fitted inhibition curve with a large enough effect in the signal ratio, with a control signal flat, not every such curve was filed as active; inconclusive = small, poorly fitted or top-dose-only effect, or effect the other way, or a change in a side signal; the % refers to the signal ratio;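 also: potency is read from the fitted curve at half-maximal effect; plate controls were basal doxycycline-induced cells for no effect and cells given 10 µM MG132 for full effect; MG132 reads +100%, hits lower the ratio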
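Concentration-response series (up to 46 uM) were applied to TMD8 dual-reporter cells for 4 h at 37C with doxycycline. Green/red ratio, after filter-overlap correction, defined %Activity; red signal alone was normalised to basal cells and zero luminescence.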
Numbers without * were called inactive; ? = inconclusive; . = not tested or not shown; & = joins results of further samples; [ ] = another dose, or the depositor's remark. Unless noted, calls follow the shape of the dose curve; as a rule, active = well fitted curve in the direction sought with a large enough effect; inconclusive = small, poorly fitted or top-dose-only effect, or another doubt; inactive = no such curve, though single readings can be large; an effect the other way counts as inactive or inconclusive.

Each structure is followed by: TCR activator, GALK inh, TSHR antagonist, Coupling enz, hERG WT inh, Tb PFK block, Giardia killer, AT treatment, CXXC DNA block, Chronic BCR inh
(1) CCc1ccccc1NC(=O)C1c2ccccc2Oc2ccccc21
→ 1%[46.1 µM], 0%, 0, 3, ., 11%, ?, 2%, 1%, 0%
(2) CC(=O)Nc1ccc(S(=O)(=O)NCCc2ccccc2)cc1
→ ., 0%, 34, 1, -20, -2%, 0, ., 1%, 4%
(3) N#C/C(=C\c1ccc([N+](=O)[O-])cc1)C(=O)NCCCn1ccnc1
→ -2%, -1%, 5, 0, 2, -3%, -1, -23%, -29%, 5%
(4) CN1CSC2=C(C#N)C(c3cccc(OCc4ccccc4)c3)CC(=O)N2C1 (stereo not drawn)
→ 6%, 2%, 2, -3, 6, -2%, 1, -1%, -1%, ?
(5) COc1ccc(C)cc1NC(=O)CCCN1C(=O)NC(C)(C)C1=O
→ -6%, ., -1, ., -7, 2%, 13, 8%, ., ?
(6) CC1(C)OCC(C2CC(c3ccccc3)NS(=O)(=O)O2)O1 (stereo not drawn)
→ -3%, ., 0, -1, 0, 2%, -13, 5%, -2%, -5%
(7) Cc1cccc(N=c2c([N+](=O)[O-])nn(-c3ccc(Cl)cc3)n2O)c1
→ -1%, 8%, -6, -1, -8, -3%, -14, 1%, 6%, 2%
(8) CC1CCCC(C)N1CC(O)COc1c(F)cc(Br)cc1F (stereo not drawn)
→ 1%, -1%, 19, 1, 15, 13%, 7, 0%, -6%, ?
(9) CC(C)C(=O)Nc1cccc(-c2csc(-c3ccccc3)n2)c1
→ -6%[46.1 µM], -2%, -6, -1, 1, -4%, 13, 4%, 0%, ?
(10) Cn1c(SCC(=O)NCC2CCCO2)nnc1-c1c[nH]c2ccccc12 (stereo not drawn)
→ 1%, 0%, -10, -1, 14, 3%, -22, 15%, 1%, 2%
(11) C=CCn1c(C)cc(C(=O)COc2ccc(C)nc2[N+](=O)[O-])c1C
→ -5%[46.1 µM], 0%, -1, 1, 1, -4%, ?, -1%, 11%, 0%
(12) CCCCOc1ccc(N(CC(=O)NCc2ccco2)C(=O)CCC(=O)Nc2nccs2)cc1
→ 7%, -2%, 4, 1, -4, 4%, -21, 4%, -1%, -2%
(13) O=C(Cn1cnc2c(NCc3ccccc3)ncnc21)NCc1ccccc1
→ 3%[46.1 µM], ., -7, ., 52, -15%, 0, -3%, ., ?
(14) Cc1ccnc(N2CCN(C(=O)CSc3nc4ccccc4nc3N3CCCCC3)CC2)c1
→ 4%, -1%, -33, 1, -2, -1%, 0, 0%, -3%, ?
(15) CC(=O)N1CCN(C(=O)CNC(=O)c2cccs2)CC1
→ 2%, ., 11, ., -1, -11%, -5, 3%, ., 1%
(16) Nc1c(C(=O)O)cnc2c(-c3ccc(Cl)cc3)cnn12
→ -15%, 1%, -12, 3, -5, -2%, -14, -5%, 9%, ?
(17) O=C(CNC(=O)C(c1ccccc1)c1ccccc1)N/N=C\c1cccc(O)c1
→ -1%, 5%, 7, 4, -2, -4%, -2, 3%, -3%, ?
(18) Fc1ccc(-c2nnc(CN3CCC(c4nc5ccccc5s4)CC3)o2)cc1
→ -2%, 2%, -37, 3, 2, -7%, 7, 7%, 19%, ?
(19) Cn1nnnc1SCC(=O)NC(=O)NCc1ccccc1
→ 4%, 0%, 8, 2, 1, 2%, 7, 6%, 6%, 15%
(20) COCCCn1c(SCC(=O)Nc2ccc(C(=O)OC)cc2)nc2ccccc2c1=O
→ 2%, 3%, 2, 0, 3, 2%, -28, 8%, 3%, ?
(21) CC(=O)Nc1cccc(/C(C)=N/Nc2nc3ccccc3s2)c1
→ 1%, -1%, -9, -1, -13, 1%, 18, 1%, -2%, -1%
(22) Cc1onc(NC(=O)c2ccc([N+](=O)[O-])o2)c1Br
→ 11%, -4%, 12, 1, -3, 0%, ?, 1%, -8%, -4%
(23) Cc1cc(=O)n2nc(N3CCCC(C(=O)N4CCN(c5ccccc5)CC4)C3)sc2n1 (stereo not drawn)
→ -5%, 8%, -10, -11, -10, -9%, 19, -3%, 8%, ?
(24) COc1ccc(NS(=O)(=O)c2ccc(NS(=O)(=O)c3cccs3)cc2)c(OC)c1
→ 0%, 15%, 2, 2, -8, 0%, 12, 13%, -2%, -19%
(25) COc1ccc(C2CC(c3c(-c4ccccc4)c4cc(Cl)ccc4[nH]c3=O)=NN2C(=O)CCC(=O)O)cc1 (stereo not drawn)
→ -3%, 7%, -25, 5, -1, -6%, 16, 0%, -4%, ?
(26) COc1c(Cl)cnn(-c2cccc(C)c2)c1=O
→ -3%, 0%, -1, 3, 0, 1%, -19, -2%, -1%, 6%
(27) COc1ccccc1C(=O)NNC(=O)C12CC3CC(CC(C3)C1)C2
→ 7%, -2%, 23, 2, -2, 2%, 6, 6%, -21%, -30%
(28) Cn1cc([N+](=O)[O-])c(C(=O)N/N=C/c2ccc3c(c2)OCO3)n1
→ -1%, -1%, 4, 1, -1, -2%, -12, 1%, -3%, -14%
(29) O=S(=O)(c1cccc(Cn2nnc(-c3ccccc3)n2)c1)N1CCOCC1
→ 8%, ., -14, ., 10, 2%, -20, 6%, ., -1%
(30) Cc1ccc(OCCn2c(NC(=O)c3ccco3)nc3ccccc32)cc1
→ 8%, -4%, 3, -9, -12, -1%, -5, -6%, -7%, -1%
(31) COc1ccc(-c2oc3ncn(CCN4CCOCC4)c(=N)c3c2-c2ccc(OC)cc2)cc1
→ 0%, -5%, -4, 0, -7, -14%, 22, 2%, 5%, -3%
(32) COc1ccc(OC)c(NC(=O)CSc2nnc(Cc3cccn3C)n2-c2ccc(F)cc2)c1
→ 0%, 1%, 2, 2, -11, 1%, -13, -1%, -1%, 3%
(33) Brc1ccc2[nH]c3nc(SCCN4CCOCC4)nnc3c2c1
→ -2%&3%, 5%, -5, -1, 4&0, -1%, -4&25, 2%, 14%, 7%
(34) O=C(NCCN1CCOCC1)c1cccc(S(=O)(=O)Nc2ccc(F)cc2)c1
→ ., ., -2, ., 15, 4%, -6, 4%, ., -1%
(35) COc1cc(Cl)c(C)cc1NC(=O)CSc1ccccc1
→ -3%[46.1 µM], 1%, 1, -1, -4, 3%, -5, 18%, 1%, ?
(36) COc1ccc(/C(O)=C2\C(=O)C(=O)N(CC3CCCO3)C2c2cc(OC)ccc2OC)cc1 (stereo not drawn)
→ -2%, 2%, 1, 3, 0, -1%, -24, ., 11%, 6%
(37) Oc1ccc(/C=N/Nc2cccc3cccnc23)c(O)c1
→ 4%, -2%, -16, -3, -11, -2%, 8, 7%, ?, ?
(38) CCN(CC)CCOC(=O)c1ccc(NC(=O)c2ccc(Cl)c(S(=O)(=O)N3CCCCCC3)c2)cc1
→ 0%, -4%, -22, 6, 6, 4%, -23, 13%, 9%, ?
(39) CCC(C)(C)n1nnnc1CN1CCN(C(c2ccccc2)c2ccccc2)CC1
→ 2%[46.1 µM], -2%, -3, 2, -3, -2%, 0, 3%, 1%, 12%
(40) CC1CCc2c(nc3ncnn3c2N2CC(C)OC(C)C2)C1 (stereo not drawn)
→ -11%, 5%, 10, 1, 0, -12%, 29, 8%, 4%, ?
(41) CC1CCC(NC(=O)c2ccc(NC(=O)CC3SC(N4CCCC4)=NC3=O)cc2)CC1 (stereo not drawn)
→ 3%, ., 9, ., 2, -1%, 5, -2%, ., ?
(42) COCCNS(=O)(=O)c1cc(OC)c(C)cc1C
→ 11%, 4%, 1, 0, 3, -2%, 22, -1%[11.5 µM], -7%, ?
(43) O=C(O)CN1C(=O)C2C3C=CC(C3)C2C1=O (stereo not drawn)
→ 2%, 1%, 23, 2, 23, -8%, 19, ., 8%, 8%
(44) CCOC(=O)C(OC(=O)c1sc(=S)n(C)c1C)C(C)=O (stereo not drawn)
→ 0%, 0%, -2, -1, 1, -2%, -8, 3%, 7%, -3%
(45) COc1ccc(CCN(C)C(=O)c2ccc(OCC(=O)N3CCOCC3)c(OC)c2)cc1OC
→ -2%, -2%, 4, ., 2, 0%, 7, 0%, -5%, -3%
(46) Cc1ccc(/C(O)=C2/C(=O)C(=O)N(Cc3ccco3)C2c2cccs2)cc1 (stereo not drawn)
→ -2%, -3%, 3, -1, -4, 0%, 1, 1%, -5%, 3%
